Screening results (PubChem)
EBNA-1 inh – blocks EBNA-1 binding to DNA; EBNA-1 DNA binding, fluorescence polarization; inhibition, % at 14.8 µM; hit rate 0.34% among 300,000; AID 1950; in the data active means inhibition above about 28%
ZTA DNA inh – ZTA (EBV) inhibition in EBNA-1 counter-screen | ZTA-DNA binding, fluorescence polarization | inhibition, % at 11 µM | hit rate 0.15% among 320,000 | AID 2234; in the data active means inhibition above about 33%
Target sequence (P03206 whole entry, looked up): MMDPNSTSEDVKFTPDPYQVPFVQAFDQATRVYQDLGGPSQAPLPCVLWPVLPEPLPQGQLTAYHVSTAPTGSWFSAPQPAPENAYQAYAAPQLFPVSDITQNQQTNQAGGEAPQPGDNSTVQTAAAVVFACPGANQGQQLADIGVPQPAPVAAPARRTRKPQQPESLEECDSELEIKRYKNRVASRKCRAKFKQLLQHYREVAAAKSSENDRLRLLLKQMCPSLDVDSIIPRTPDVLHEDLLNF
PREPL inhibitor – inhibitors of human prolyl oligopeptidase-like enzyme PREPL; Q4J6C6; recombinant PREPL, fluorescence polarization activity-based probe; inhibition, % at 5.96 µM; hit rate 0.68% among 320,000; in the data active means inhibition above about 43%;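 further: 0% = enzyme with DMSO and 100% = wells lacking enzyme; many of its hits are not listed in these tables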
PAFAH2 FP inh – PAFAH2 (human) inhibition | Q99487 | recombinant PAFAH2, FP-rhodamine activity probe, fluorescence polarization | inhibition, % at 3.39 µM | hit rate 0.99% among 340,000 | AID 492956;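 active means inhibition above the mean over all tested compounds plus 3 SD, cut at about 30% in these data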;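 further: inhibitors block probe labeling of enzyme so polarization drops; 0% = enzyme with DMSO and 100% = wells lacking PAFAH2 protein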
LYPLA2 inh – counter-screen for PME1 inhibitors: inhibitors of human LYPLA2; inhibition, % at 5.9 µM; O95372; hit rate 0.38% among 320,000; recombinant LYPLA2, FP-Rh probe fluorescence polarization;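 active means inhibition above the screen-wide mean plus 3 SD, limit set per campaign, cut at about 26% in these data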;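 further: 0% = LYPLA2 with DMSO and 100% = wells lacking LYPLA2 enzyme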
Target sequence (O95372 whole entry, looked up): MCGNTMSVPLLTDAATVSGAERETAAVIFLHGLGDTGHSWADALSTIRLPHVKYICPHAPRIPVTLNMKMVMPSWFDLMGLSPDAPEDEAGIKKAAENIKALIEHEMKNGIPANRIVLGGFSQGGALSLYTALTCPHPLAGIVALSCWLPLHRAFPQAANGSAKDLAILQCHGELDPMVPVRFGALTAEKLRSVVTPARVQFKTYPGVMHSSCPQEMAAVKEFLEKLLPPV
PAFAH1B2 FP inh – blocks human PAF acetylhydrolase 1b catalytic subunit 2 | recombinant PAFAH1B2, FP-rhodamine activity probe, fluorescence polarization | inhibition, % at 3.39 µM | hit rate 1.2% among 340,000 | AID 492953;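 active means inhibition above the mean of all tested compounds plus 3 SD, cut at about 24% in these data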;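 further: 0% = enzyme with DMSO and 100% = wells lacking PAFAH1B2; many of its hits are not listed in these tables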
LYPLA1 inh – LYPLA1 (human) inhibition in PME1 counter-screen. O75608. recombinant LYPLA1, FP-Rh probe fluorescence polarization. inhibition, % at 5.9 µM. hit rate 0.16% among 320,000;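 active means inhibition above the mean of all tested compounds plus 3 SD, set per campaign, cut at about 14% in these data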;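 further: inhibitors block serine hydrolase probe labeling of LYPLA1 so polarization falls; 0% = enzyme with DMSO and 100% = wells lacking LYPLA1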
Target sequence (O75608 whole entry, looked up): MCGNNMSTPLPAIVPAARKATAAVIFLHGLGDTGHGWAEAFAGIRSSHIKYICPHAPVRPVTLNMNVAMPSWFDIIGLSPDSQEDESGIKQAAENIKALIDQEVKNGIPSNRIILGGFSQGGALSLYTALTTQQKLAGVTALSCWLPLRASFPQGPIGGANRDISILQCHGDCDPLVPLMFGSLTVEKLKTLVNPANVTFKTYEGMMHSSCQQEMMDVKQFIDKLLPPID
PAFAH1B3 FP inh – PAFAH1B3 (human) inhibition. recombinant PAFAH1B3, FP-rhodamine probe, fluorescence polarization. inhibition, % at 3.39 µM. hit rate 0.28% among 340,000. AID 492972;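 active means inhibition above the screen-wide average of all tested compounds plus 3 SD, cut at about 25% in these data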;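 further: 0% = enzyme with DMSO only and 100% = wells lacking PAFAH1B3 protein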
Target sequence (Q15102 whole entry, looked up): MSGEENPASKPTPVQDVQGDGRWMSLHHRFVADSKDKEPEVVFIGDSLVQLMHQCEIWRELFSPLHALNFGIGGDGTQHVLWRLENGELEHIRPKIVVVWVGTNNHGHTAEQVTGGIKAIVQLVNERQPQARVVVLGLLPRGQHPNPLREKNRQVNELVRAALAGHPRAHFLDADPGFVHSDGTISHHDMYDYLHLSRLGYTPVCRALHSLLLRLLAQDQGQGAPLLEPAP
pPAFAH inh – inhibitors of human plasma PAF acetylhydrolase (pPAFAH). Q13093. recombinant pPAFAH, FP-rhodamine probe fluorescence polarization. inhibition, % at 3.39 µM. hit rate 1.5% among 330,000. AID 463082;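 active means inhibition above the mean inhibition across the screen plus 3 SD, cut at about 25% in these data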;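 further: inhibitors block binding of the rhodamine activity-based probe so polarization drops; 0% = enzyme with DMSO and 100% = wells lacking pPAFAH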
* hit, by the source's call; · = no result given.

SMILES | EBNA-1 inh | ZTA DNA inh | PREPL inhibitor | PAFAH2 FP inh | LYPLA2 inh | PAFAH1B2 FP inh | LYPLA1 inh | PAFAH1B3 FP inh | pPAFAH inh
O=S(=O)(NC1CCCCC1N1CCCCC1)c1ccccc1 (centres undefined) | 7 | 6 | -35 | -11 | -6 | 7 | -5 | 8 | 0
COc1cc(SC)ccc1C(=O)N1CCN(c2ccccc2F)CC1 | 2 | 8 | -1 | 9 | -1 | 3 | -1 | 9 | 3
COCCn1c(C)cc(/C=C(\C#N)C(=O)OC(C)C(=O)Nc2ccc(NC(C)=O)cc2)c1C (centres undefined) | 11 | -2 | 2 | -3 | -10 | -7 | -10 | -8 | 5
CC(C)Cc1cc(CN2CCC(CO)(Cc3cccc(C(F)(F)F)c3)CC2)[nH]n1 | 2 | 14 | 14 | 0 | 8 | 14 | -2 | 6 | 4
CC/C(=N\NC(=O)c1c(C)nc2ccccn12)c1ccccc1 | -3 | -18 | 2 | 15 | -1 | 6 | 1 | -2 | 2
CCc1nnc(NC(=O)CSc2nnc(-c3ccoc3C)n2-c2ccccc2)s1 | 12 | 7 | 10 | 1 | 3 | 7 | 3 | 3 | 6
Cc1cccc(N=Cc2c(O)cc(C)oc2=O)c1 | 7 | -1 | 10 | 6 | 2 | 4 | 2 | -3 | 1
O=C(CSc1nnc(-c2ccc(Cl)cc2)o1)N1CCOCC1 | -14 | 3 | 3 | 0 | -4 | -1 | -5 | 5 | 2
CCOP(=O)(OCC)C(Nc1ccccc1)c1ccccc1C(F)(F)F (centres undefined) | 1 | 0 | 0 | 6 | 6 | 3 | 3 | 5 | 5
COc1ccc(C(CNC(=O)c2cccc(S(=O)(=O)NCc3ccccc3)c2)N(C)C)cc1 (centres undefined) | -4 | -1 | -4 | -1 | 0 | 3 | 1 | 2 | 8
COc1ccc(OCCCC(=O)OCC(=O)c2ccc3c(c2)NC(=O)CO3)cc1 | -3 | -11 | 2 | 3 | 5 | 3 | -2 | 2 | 8
COc1ccc(Cc2[nH]n3c(=O)cc(C(C)C)nc3c2-c2ccccc2)cc1 | -5 | 20 | -5 | 16 | -3 | 5 | 1 | 8 | 11
CCOC(=O)c1sc(-c2cccc(C(F)(F)F)c2)nc1O | 4 | 4 | 2 | 3 | -1 | 3 | 1 | 8 | 8
O=C(CSc1nnc2c(n1)[nH]c1ccccc12)OCc1ccccc1 | -7 | -6 | -4 | 0 | 5 | 0 | -1 | 4 | 5
COc1ccccc1NC(=O)/C=C/c1ccc2c(c1)OCO2 | -12 | -11 | -6 | -2 | -4 | -5 | 0 | 8 | 0
O=c1cc(N2CCN(c3ccccc3)CC2)[nH]c(=O)n1-c1ccccc1Cl | 2 | 1 | 2 | 1 | -1 | 15 | 0 | 2 | 1
COc1ccc(-c2nnc(NC(=O)C3CC3)o2)cc1 | -8 | 16 | 2 | 4 | -2 | -1 | -2 | -3 | -2
Cc1cc(C(=O)NCC(=O)OCC(=O)NCCc2ccccc2)ccc1[N+](=O)[O-] | 0 | 18 | 8 | -10 | 2 | -3 | 1 | 10 | 9
COc1ccc(-c2nnc3ccc(SCC(=O)Nc4nccs4)nn23)cc1OC | 5 | -11 | 7 | 8 | 2 | 6 | 1 | 10 | -1
CC(O)Cc1cn([C@@H](CCCCNC(=O)OC(C)(C)C)C(=O)N2CCN(C(=O)OC(C)(C)C)CC2)nn1 (some centres undefined) | 6 | -11 | -7 | 6 | 1 | 4 | 1 | 3 | 4
O=C(Cn1nnc(-c2ccc(Cl)cc2)n1)NCCC1=CCCCC1 | -5 | -3 | 4 | 2 | 3 | 7 | 0 | 6 | 6
O=C(Cc1c[nH]c2ccccc12)NCc1ccco1 | -4 | -2 | -2 | 4 | 7 | -2 | 0 | 2 | 9
Fc1ccccc1Cn1cnc(NC(=S)NCCc2ccccc2)n1 | 2 | -7 | 22 | · | 0 | · | 0 | · | 1
COc1cc(NS(=O)(=O)c2ccc(Nc3nc(-c4cccc([N+](=O)[O-])c4)cs3)cc2)nc(OC)n1 | 6 | 0 | 20 | 43* | 15 | 17 | 9 | 16 | 47*
O=C(O)c1ccc(CSc2nc3ccccc3c(=O)n2-c2ccccc2)cc1 | -13 | -15 | -6 | 1 | 22 | -1 | 17* | -2 | 0
CCCN1Cc2cccc(C(=O)NC(CC(=O)OCC)c3ccc(OCC)c(OC)c3)c2C1=O (centres undefined) | 8 | -19 | 0 | 7 | -3 | 3 | -3 | 8 | -3
Cc1cnc(C(=O)Oc2c(C)ccc(C)c2C)cn1 | 9 | 13 | 4 | 2 | -4 | 0 | 0 | 0 | 3
Cc1ccnc(N2CCC(C(=O)Nc3ccc4c(c3)OCO4)CC2)n1 | -7 | 4 | 8 | 5 | -1 | 1 | -6 | 9 | -3
Cc1cc(-c2ccccc2)nc(N2CCN(c3ccccn3)CC2)n1 | -3 | -4 | 16 | 9 | 0 | -3 | -1 | 3 | 2
Cc1cccc(C)c1NC(=O)COC(=O)CSc1nnc(N)s1 | -1 | -1 | 2 | 9 | 1 | 6 | 2 | 8 | 2
O=C(/C=C/c1cccnc1)c1cc(F)ccc1O | 1 | 10 | -34 | 1 | 3 | 8 | 3 | 5 | 8
O=c1cc(-c2ccc(F)cc2)[nH][nH]1 | -4 | -6 | 2 | 3 | 2 | 1 | -1 | 7 | 1
Cc1cccc(-n2cc3c(=O)n(C)c(=O)n(C)c3c2)c1 | -13 | -7 | -35 | · | 0 | · | -3 | · | -4
Cc1cccn2c(=O)c3cc(C(=O)NC4CCCC4)c(=N)n(CCc4ccccc4)c3nc12 | -11 | -4 | 17 | -3 | -2 | 2 | 2 | 1 | -2
Cc1cc(S(=O)(=O)Nc2ccc(C(=O)NCC(c3ccco3)N3CCCC3)cc2)ccc1F (centres undefined) | -11 | -13 | 3 | -3 | -3 | 5 | 0 | 2 | 0
Cc1ncc([N+](=O)[O-])n1CC(=O)Nc1ccc(F)cc1F | -7 | 5 | 7 | 7 | 24 | 3 | -2 | -4 | 4
CCN(CC(=O)Nc1c(F)cccc1F)C(=O)c1ccc(N2C(=O)c3ccccc3C2=O)cc1 | -1 | 2 | 15 | -1 | -1 | 0 | -3 | 0 | 0
Cc1cccc(C(=O)OCC(=O)NCCNC(=O)COC(=O)c2cccc(C)c2C)c1C | 1 | 1 | 9 | 2 | 4 | 1 | 1 | 6 | 23
O=C(CCc1cnccn1)NC1CCCc2c1cnn2-c1ccc(F)cc1F (centres undefined) | -10 | -16 | -3 | 4 | 2 | 6 | 1 | 15 | 6
COCCN(CCOC)C(=S)Nc1cc(S(=O)(=O)N(C)C)ccc1C | -10 | -14 | -9 | 1 | -4 | -2 | -4 | 5 | -3
O=[N+]([O-])c1ccc2oc(C(O)c3cccc(Cl)c3)cc2c1 (centres undefined) | 8 | 2 | 9 | 2 | -8 | 0 | -5 | 1 | 5
COc1ccc(/C=C/C(=O)N2CCCc3ccccc32)c(OC)c1 | 19 | 6 | 2 | 6 | 3 | 9 | 3 | 11 | 9
Cc1nn(-c2ccccc2)c(C)c1C(=O)OCC(=O)N1c2ccccc2NC(=O)C1(C)C | -12 | -16 | 4 | -2 | -1 | -2 | 3 | 7 | 6
CS(=O)(=O)N(CC(=O)NCCC1=CCCCC1)c1ccc2c(c1)OCO2 | 7 | 1 | 5 | 4 | -9 | 1 | -3 | 3 | -2
Cc1ccc(NC(=O)CCNS(=O)(=O)c2cccc3nonc23)cc1 | -1 | -16 | -3 | 7 | 7 | 6 | 5 | 3 | 4
O=C(Nc1ccc2nc(-c3cccs3)c(-c3cccs3)nc2c1)NC1CC1 | 15 | 13 | 7 | -23 | -4 | -3 | -18 | -4 | -4
O=S(=O)(NCC(c1cccs1)N1CCc2ccccc2C1)c1ccccc1 (centres undefined) | 3 | 4 | -66 | 11 | -2 | -1 | 0 | 6 | 11
CC1(C(=O)NNC(=S)NCc2ccco2)CC1(Cl)Cl (centres undefined) | 2 | 6 | 1 | -3 | -3 | -1 | -7 | 7 | 5
COc1cc2cc(CN(Cc3nnnn3Cc3ccco3)C3CCCCC3)c(=O)[nH]c2cc1OC | -5 | -7 | 20 | 6 | 0 | 4 | -4 | 7 | 26*
Cc1ccc(CN2CCN(C3CSCCSC3)CC2CCO)cc1 (centres undefined) | 6 | 21 | 10 | 0 | 8 | -1 | 3 | 4 | 3
CCOC(=O)C1(CCOC)CCN(C/C=C/c2ccccc2OC)CC1 | 3 | -1 | 3 | 2 | -3 | 3 | 2 | 7 | -2
CC(=O)NC12CC3CC(C1)CC(C(=O)NCC(=O)Nc1c(C)cc(C)cc1C)(C3)C2 | · | -4 | 9 | 1 | -7 | -1 | 0 | 7 | 1
COc1cc(SC)ccc1C(=O)Nc1cccc(C)n1 | 7 | 4 | -8 | 4 | 1 | -3 | -1 | 11 | 1
COc1ccc(CCNC(=O)c2cc(S(=O)(=O)N3CCOCC3)ccc2N2CCCC2)cc1OC | 2 | 1 | 9 | -5 | -2 | 2 | 2 | 1 | 2
C[C@]12c3[nH]c4cc(-c5ccco5)ccc4c3CCN1C(=O)[C@@H](CC(=O)NCCC1=CCCCC1)C[C@@H]2C(=O)N1CCOCC1 | · | · | · | 1 | · | 0 | · | 2 | 6
CN(C[C@@H](Cc1cccc2ccccc12)N(C[C@H](Cc1ccccc1)N(CCc1ccccc1)N=O)N=O)N=O | 8 | 16 | -26 | -2 | 0 | 7 | 0 | -5 | 7
CC1(C)CC(CCNC(=O)c2ccco2)CC(C)(C)N1 | 6 | -15 | 5 | 7 | 1 | -1 | -2 | 20 | -1
CSc1cccc(NC(N)=S)c1 | -13 | 0 | 8 | -3 | 4 | 0 | -1 | 4 | 6
Cn1cccc1C(=O)NC(=O)COC(=O)CCNS(=O)(=O)c1ccc(Cl)cc1 | · | · | 22 | 2 | · | 8 | · | 8 | 16
Cn1c(SCC(=O)c2ccccc2F)nnc1C1CC1 | 7 | 2 | 1 | 2 | -2 | 4 | -1 | 1 | 6

(list continues)
SMILES | EBNA-1 inh | ZTA DNA inh | PREPL inhibitor | PAFAH2 FP inh | LYPLA2 inh | PAFAH1B2 FP inh | LYPLA1 inh | PAFAH1B3 FP inh | pPAFAH inh
Cc1nc([N+](=O)[O-])cn1CCCCN1C(=O)c2ccccc2C1=O | 0 | -8 | -2 | 5 | 6 | 6 | -1 | 11 | 3
Cc1ccc2c(c1)cc(CN(Cc1ccco1)C(=O)N1CCOCC1)c1nnnn12 | -1 | -26 | 19 | 10 | -4 | 3 | 3 | 3 | 6
CCOC(=O)C1(Cc2cccc(OC)c2)CCCN(C(=O)CCc2cccnc2)C1 (centres undefined) | 2 | -3 | 14 | -2 | 4 | -1 | 6 | 10 | -4
O=C1CSC(=Nc2ccc(O)cc2)N1c1ccc(O)cc1 | 6 | -17 | -11 | 3 | 5 | 2 | 4 | -4 | 2
CCOc1ccc(S(=O)(=O)N(CC)CC(=O)NCc2ccco2)cc1C | -7 | 3 | 6 | 4 | -2 | 3 | -1 | 2 | 1
CC(=O)c1sc(NC(=O)C2=NN(c3ccccc3)C(=O)CC2)nc1C | 1 | -12 | -3 | 2 | 6 | -2 | 0 | 0 | 0
COc1ccc(CS(=O)(=O)CC(C)(O)c2ccccc2)cc1 (centres undefined) | 5 | 7 | -7 | 3 | 1 | 0 | -2 | 6 | 4

Some values from the results shown.
Reading of COc1ccc(CS(=O)(=O)CC(C)(O)c2ccccc2)cc1 (centres undefined) in PAFAH1B3 FP inh: 6
Reading of CCOc1ccc(S(=O)(=O)N(CC)CC(=O)NCc2ccco2)cc1C in LYPLA1 inh: -1

Only part of the results is shown (hit frequency here may not be typical).
